# TAG inh = inhibitors of triacylglycerol accumulation, primary screen, cell-based, uHTS, fluorescence, H9c2; AID 651582, 2012; 230,000 compounds, 0.66% hits; H9c2 cells, Nile Red lipid (TAG) fluorescence; cells loaded with 200 µM oleic acid; inhibition, % at 12.5 µM;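 active = pattern-corrected inhibition of lipid staining of at least 50% with the nuclear-stain viability signal not falling by more than 50%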;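 note: 0% = DMSO wells and 100% = triacsin C control wells; some results filed as inactive read as strong as hits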
# TAG inh DAPI viability = second read-out of TAG inh, no call of its own (marks repeat the call); DAPI nuclei signal change (viability), lower = more cytotoxic, %;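 whole-well DAPI fluorescence read on a plate reader as a viability signal; minus 50 percent equals half of cells still viable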
# The depositor's hits bear a star.
molecule	TAG inh	TAG inh DAPI viability
O=C(Cc1cccc2ccccc12)N/N=C/c1ccc(Sc2nc3ccccc3s2)o1	-19.1	2.6
CCOC(=O)N1CCN(C(=O)CN(c2cccc(C(F)(F)F)c2)S(C)(=O)=O)CC1	-8.0	-10.5
COCC(=O)NNS(=O)(=O)c1ccccc1[N+](=O)[O-]	5.2	-0.3
COc1cccc(NC(=O)CN(C)S(=O)(=O)c2ccc3c(c2)CCC(=O)N3)c1	2.3	-7.7
COc1ccc2c(c1)C1CC(C)(NC(=O)C1S(=O)(=O)c1ccc(F)cc1)O2 (configuration not stated)	18.4	-16.8
CCOC(=O)C1CCCN(CC(=O)Nc2ccc(C(=O)Nc3ccccc3OC)cc2)C1 (configuration not stated)	47.5	-31.0
Cc1cccnc1NC(=O)CCNS(=O)(=O)c1ccc2c(c1)c(=O)n(C)c(=O)n2C	5.3	3.6
CCCCn1c(N)c(N(CCOC)C(=O)CSCc2c(C)noc2C)c(=O)[nH]c1=O	-14.4	2.2

molecule	TAG inh	TAG inh DAPI viability
Cc1cc(C)n(-c2nc3c(c(=O)[nH]c(=O)n3C)n2Cc2cccc(Br)c2)n1	1.3	0.9
COCCCNC(=O)c1ccccc1-c1cc(C)no1	-5.8	7.1
COc1ccc(/C=N/NC(=O)c2sc3nc(C)cc(C)c3c2N)cc1	13.0	20.1
CCSc1ccccc1C(=O)Nc1ccc2c(c1)OCO2	3.9	-9.7
Cc1ccccc1C(=O)NC1CCCCCCC1	-0.7	-14.8
CNC[C@@H]1Oc2c(NS(C)(=O)=O)cccc2C(=O)N([C@@H](C)CO)C[C@H]1C	-10.9	-0.8
Cc1cccc(OCC(O)CN2CCN(CCN3C(=O)c4cccc5cccc(c45)C3=O)CC2)c1C (configuration not stated)	-20.5	30.1
c1ccc(-n2ncc(-c3nn[nH]n3)n2)cc1	-7.1	3.7

molecule	TAG inh	TAG inh DAPI viability
O=C(CSC1=NCCS1)Nc1ccc2ccccc2c1	5.1	-6.2
CCS(=O)(=O)c1ccc(O)c(NC(=O)NC2CCCCC2)c1	6.7	-4.3
CC(=O)Cn1ncc(N2CCOCC2)c(Br)c1=O	-0.8	-1.2
COc1ccc(C(=O)N2CCC(C(=O)Nc3ccccc3C)CC2)cc1OC	1.3	-17.5
COc1ccc(C(CNC(=O)c2cccc(S(=O)(=O)Nc3cccc(C)c3)c2)N2CCOCC2)cc1 (configuration not stated)	5.6	1.0
Clc1ccc(-c2nc(/C=N/N3CCOCC3)c3ccccn23)cc1	1.8	-4.1
Cc1ccc(/C=C/c2ccc(=O)n(Cc3ccccc3Cl)n2)cc1	16.3	4.5
CCC(C)(C(=O)NC1CCCCC1)N(C)C(=O)c1ccc2c(c1)OCO2 (configuration not stated)	0.3	-1.2

molecule	TAG inh	TAG inh DAPI viability
Cc1ccc(NC(=O)CN2C(=O)N/C(=C\c3cccn3-c3cccc(C(=O)O)c3)C2=O)cc1	-8.4	-7.8
O=C(Nc1ncc(Cc2ccccc2)s1)C1COc2ccccc2O1 (configuration not stated)	-1.5	-6.3
CCOC(=O)C1=C(Nc2ccc(OC)cc2)C(N)=NC1=N	29.2	-34.9
O=C(NNC(=O)c1cccc(-n2cccc2)c1)c1ccccc1	-2.2	-6.9
CC(=O)N1CCN(Cc2nc3cc(NC(=O)c4ccc(F)cc4)ccc3n2C)CC1	11.0	-8.7
O=C(NC(=S)NCc1cccnc1)c1cc2ccccc2o1	-12.8	3.3
COC(=O)C(CC(=O)Nc1cc(C)ccc1C)Nc1ccccc1OC (configuration not stated)	7.6	8.6
COc1ccc(Cn2nnnc2C(c2ccccc2OC)N2CCC(C(N)=O)CC2)cc1 (configuration not stated)	-7.2	-1.8

# Complete entries from above. Order of values: TAG inh, TAG inh DAPI viability
# Cc1ccc(NC(=O)CN2C(=O)N/C(=C\c3cccn3-c3cccc(C(=O)O)c3)C2=O)cc1 across the screens: -8.4, -7.8
# CCOC(=O)C1=C(Nc2ccc(OC)cc2)C(N)=NC1=N across the screens: 29.2, -34.9

# (list continues)
molecule	TAG inh	TAG inh DAPI viability
Cc1ccc(C)c(S(=O)(=O)N2CCN(C(=O)Cc3ccccc3)CC2)c1	5.3	3.0
CN(CC(=O)Nc1cccc(F)c1)C(=O)CNC(=O)Cc1cccc2ccccc12	-18.5	-2.3
COc1ccc(NC(=O)Nc2ccc3c(c2)C(=O)N([C@H](C)CO)C[C@H](C)[C@@H](CN(C)S(=O)(=O)c2cccs2)O3)cc1	-10.9	10.4
COc1ccc(NC(=O)CN(C)C2CCCCC2)cc1Cl	2.3	-4.2
O=C(NN1C(=O)c2ccccc2NC12CCCCC2)c1ccccc1	14.6	0.3
Cc1cc(C)n(CC(O)COc2ccc(Cl)cc2Cl)n1 (configuration not stated)	-13.9	10.2
COc1cc(/C=N/NC(=S)NCC2CCCO2)cc(OC)c1OC (configuration not stated)	-1.8	11.6
CC1(NC(=O)C23CC4CC(CC(C4)C2)C3)CCS(=O)(=O)C1 (configuration not stated)	-11.1	-5.7

molecule	TAG inh	TAG inh DAPI viability
CN(C)Cc1ccccc1CNC(=O)c1cccc(S(=O)(=O)Nc2ccc3c(c2)OCO3)c1	8.4	-4.5
COc1ccc(NC(=O)Nc2ccc3[nH]ccc3c2)cc1	-20.3	3.2
CC1(C(=O)NS(=O)(=O)Cc2ccccc2)CCN1C(=O)C1(c2ccc(Cl)cc2)CCC1 (configuration not stated)	2.8	3.2
CCc1noc(C)c1C(=O)N1CCCC(C(=O)c2cc(F)ccc2OC)C1 (configuration not stated)	-5.7	1.0
CCOC(=O)c1cn2nc(N3CCCC3)ccc2n1	-4.7	-6.8
COc1ccc2c(c1)CCCC21NC(=O)N(CC(=O)NC(=O)NCc2ccccc2)C1=O (configuration not stated)	-8.3	14.1
CCOc1ccccc1NC(=O)c1ccoc1C	-15.0	-8.3
Nc1nccc(-c2ccc(-n3cccc3)cc2)n1	-8.0	7.6

molecule	TAG inh	TAG inh DAPI viability
Cc1ccc(S(=O)(=O)N2CCOCC2)cc1C(=O)OCC(=O)Nc1ccc2c(c1)OCO2	-6.9	5.9
O=C(NCc1ccc(F)cc1)C1CCC(=O)N1CCc1ccccc1 (configuration not stated)	-12.2	-1.1
Cn1cnnc1Sc1ccc(C(=O)OCC(=O)NCC(F)(F)F)cc1[N+](=O)[O-]	-0.4	1.7
O=C(O)C1CCCN1C(=O)OCC1c2ccccc2-c2ccccc21 (configuration not stated)	-10.8	4.8
COc1cc(-c2cnc3c(NC=O)cc(-c4cccc(C(=O)NCCN(C)C)c4)cn23)cc(OC)c1OC	31.2	8.2
CC(C)(C)S(=O)(=O)c1ccccc1C(=O)O	4.6	-3.8
CC1(C(=O)NS(=O)(=O)c2ccc(Cl)s2)CCN1C(=O)C1CCCCC1 (configuration not stated)	1.0	-1.0
O=C(c1ccccc1)c1cc2ccccc2o1	-8.3	2.6

molecule	TAG inh	TAG inh DAPI viability
C[C@H](CO)N1C[C@H](C)[C@@H](CN(C)S(=O)(=O)c2cccs2)Oc2ccc(NS(=O)(=O)c3cn(C)cn3)cc2C1=O	7.3	-2.7
N#Cc1ccc(OCC(=O)N2CCN(C(=O)c3ccco3)CC2)cc1	-0.8	-0.2
CCCCCC/C=C/c1ccc([C@H]2[C@H]3C=CC[C@@H](C)[C@@H]3C(=O)N2Cc2ccccc2)c(F)c1	-48.6	-6.8
Cc1csc(NC(=O)c2ccccc2)n1	-1.2	-7.9
c1ccc(-c2ccc(-c3[nH]ncc3CN3CCC(N4CCSCC4)CC3)cc2)cc1	-18.8	41.4
CSC1=C(C#N)C(c2ccccc2Cl)C2=C(N1)c1ccccc1C2=O (configuration not stated)	33.0	2.1
O=C(C[C@H]1C[C@H]2c3cc(NS(=O)(=O)c4ccc(F)cc4)ccc3O[C@H]2[C@H](CO)O1)NCc1ccncc1	-4.5	2.1
CN1c2ccccc2C2(C)CCCC3=Cc4cccc([N+](=O)[O-])c4OC312 (configuration not stated)	-13.9	1.2

molecule	TAG inh	TAG inh DAPI viability
c1nnc(NCNc2nncs2)s1	-0.3	3.2
CC1CCCCC12NC(=O)N(CC(=O)OCC(=O)Nc1ccc(F)cc1[N+](=O)[O-])C2=O (configuration not stated)	-0.2	-0.1
O=[N+]([O-])c1ccc(C2CCCC/C2=N/OCc2ccccc2F)c([N+](=O)[O-])c1 (configuration not stated)	-0.2	2.1
CC(C)(C)C(=O)CSc1nc(N)cc(=O)[nH]1	-13.0	7.5
CC1=C(C(=O)N(C)C)CC(CC(=O)NCCc2ccccn2)C(=O)N1Cc1ccc(C(C)(C)C)cc1 (configuration not stated)	5.0	-9.9
Cc1cc(C)cc(NCc2ccncc2)c1	11.9	-2.9
CCN(C(=O)CSc1n[nH]c(-c2ccc(OC)cc2)n1)c1c(N)n(Cc2ccccc2)c(=O)[nH]c1=O	-7.8	3.7
COC(=O)c1ccc(C(=O)OC)c(NC(=O)COC(=O)C2CCC(C(C)(C)C)CC2)c1 (configuration not stated)	-7.5	1.8

molecule	TAG inh	TAG inh DAPI viability
Cn1c(Oc2cccnc2CN2CCCC2)nc2cc(-c3cccc(C(F)(F)F)c3)sc2c1=O	11.8	8.9
COc1ccc(NC(=S)Nc2ccc(C)c(Cl)c2)cc1OC	6.2	4.1
COc1ccc2nc(-c3ccccc3)cc(C(=O)N3CCC3)c2c1	6.2	73.4
NNc1cccc(C=Cc2ccccc2)cc1=O	9.1	6.2
CCOc1ccc(NC(=O)CN(C)CC(=O)Nc2ccc(Br)cc2F)cc1OCC	11.5	1.6
O=C(NCCCN1CCOCC1)c1ccc2ccccc2c1	-0.4	3.3
CCCn1c(=C(C#N)C#N)s/c(=C2\C=Cc3ccccc3N2CC)c1=O	-4.5	-3.9
CCOC(=O)C1(Cc2cccc(Cl)c2)CCCN(C(=O)c2ccnn2C)C1 (configuration not stated)	-17.5	-0.1

molecule	TAG inh	TAG inh DAPI viability
Cc1cccc(C)c1N1C(=O)CC(Sc2ccccc2N)C1=O (configuration not stated)	-6.2	5.2
CC1(C)CC2CC(C)(CN2/C=C2/CCCCC2=O)C1 (configuration not stated)	-1.1	-0.9
Cc1nc2nc(SCC(=O)O)nn2c(C)c1Cc1c(F)cccc1Cl	18.1	-3.0
CCN1CCC2(CC1)C(C#N)=C(N)Oc1c2sc2nc(C)cc(C)c12	-3.3	14.5
CC(C)n1nccc1NS(=O)(=O)c1ccccc1	-3.4	-4.6
Cc1cccc(NC(=O)NCCc2c[nH]c3ccccc23)c1	-26.7	-7.2
O=c1c(Cc2c(F)cccc2Cl)c(O)ccn1CCc1ccccn1	8.8	-6.3
CC(C)(C)c1cc(CCC(=O)NNC(=O)c2ccco2)cc(C(C)(C)C)c1O	1.4	-10.3

molecule	TAG inh	TAG inh DAPI viability
Cc1cc(Nc2ccc(C(C)C)cc2)n2ncnc2n1	6.4	-7.4
CN(C)CCCNc1nc2cc(-c3cccc(C(F)(F)F)c3)sc2c(=O)n1C	43.4	-10.8
Cc1ccc(OCC(=O)Nc2ccc(C)c(F)c2)c([N+](=O)[O-])n1	7.5	-0.1
Cc1cc(C(=O)O)cc(S(=O)(=O)Nc2ccccc2C(=O)NC2CC2)c1C	4.9	-2.2
COc1ccc(-c2csc(C3=C(O)CN(C(C)C)C3=N)n2)cc1OC	25.6	-8.9
Cc1ccc(CNCc2cccnc2)s1	-6.1	2.6
COC1CCCN(C(=O)c2ccc(OC3CCN(S(=O)(=O)N(C)C)CC3)cc2)C1 (configuration not stated)	-2.1	3.9
O=C(NCc1ccccn1)c1cc(-c2ccc(Cl)cc2)oc1C(F)(F)F	5.2	-2.7

molecule	TAG inh	TAG inh DAPI viability
COCCNC(C(=O)Nc1ccc(C)cc1[N+](=O)[O-])c1ccccc1 (configuration not stated)	-23.8	7.9
CCCCN(C(=O)c1oc2ccc(OCC)cc2c1C)c1c(N)n(CC(C)C)c(=O)[nH]c1=O	7.3	-3.1
CN(CC(=O)Nc1ccccc1[N+](=O)[O-])Cc1ccc(Br)cc1	-3.3	-1.8
C/C(=N\NC(=O)c1ccoc1C)c1ccccc1	1.5	2.1
COc1ccc(Cc2nc(-c3ccc(-n4cccc4)cc3)no2)cc1	-23.0	-0.2
Cc1csc(N/N=C/c2ccccc2F)n1	-1.0	2.6
CSc1cccc(NC(=O)c2ccc(NC3=NC4CS(=O)(=O)CC4S3)cc2)c1 (configuration not stated)	18.9	-9.4
CC(=O)N1CCC2(CC1)C(C#N)=C(N)Oc1c2sc2nc(C)cc(C)c12	-11.7	8.3

molecule	TAG inh	TAG inh DAPI viability
CCc1nc2ccc(C(=O)NCCCN3CCCC3=O)cn2c1N(CC)CCOC	11.8	-7.9
O=C1Nc2ccccc2SC1c1ccccc1Cl (configuration not stated)	4.7	-1.0
COC(=O)CNC(=O)COC(=O)C(Cc1ccccc1)NC(=O)c1ccco1 (configuration not stated)	-11.5	0.2
O=C(NCc1cccnc1)c1cc(C2CCCCN2S(=O)(=O)c2cccs2)on1 (configuration not stated)	5.2	4.0
COc1cccc(NC(=O)CNCc2ccccc2)c1	-2.2	3.5
CCCCSC(=O)Nc1ccccc1	-5.4	-7.8
O=C(Nc1ccc(F)c(Cl)c1)C1Cc2c(-c3ccccc3Oc3ccccc3)ccnc2O1 (configuration not stated)	-29.9	10.1
Cc1[nH]n(-c2nc(-c3ccccc3)cc(=O)[nH]2)c(=O)c1CCO	2.7	-12.4

molecule	TAG inh	TAG inh DAPI viability
CCc1nnc(SCC(=O)Nc2ccc3c(c2)OCO3)n1CC	5.9	2.9
CCn1c(SCC(=O)N(C)c2c(N)n(Cc3ccccc3)c(=O)[nH]c2=O)nnc1-c1cccs1	-0.2	8.7
C=CCNC(=S)Nc1ccc2cn[nH]c2c1	2.5	8.2
O=C(NCc1cccnc1)c1cccc(S(=O)(=O)Nc2ccc(F)cc2)c1	-2.4	-0.2
COc1ccc(CN2CCNC(=O)C2CC(=O)NCCSc2nccn2C)c(OC)c1 (configuration not stated)	-44.9	-4.7

# Only part of the results is shown; the hit share may differ from the screen's.
